Screening data (PubChem BioAssay)
SENP8 inh: human SENP8 protease inhibitors, primary screen, biochemical, fluorescence, Nedd8 protein substrate, uHTS; Sentrin-specific protease 8 (Homo sapiens), Q96LD8; actives 0.64% (n = 360,000); AID 602440, 2012; recombinant SENP8; inhibition, % at 20 µM; in the data active = inhibition mostly above about 40%, no sharp cut-off; inactive = mostly below about 27%
Target sequence (Q96LD8 whole entry, looked up): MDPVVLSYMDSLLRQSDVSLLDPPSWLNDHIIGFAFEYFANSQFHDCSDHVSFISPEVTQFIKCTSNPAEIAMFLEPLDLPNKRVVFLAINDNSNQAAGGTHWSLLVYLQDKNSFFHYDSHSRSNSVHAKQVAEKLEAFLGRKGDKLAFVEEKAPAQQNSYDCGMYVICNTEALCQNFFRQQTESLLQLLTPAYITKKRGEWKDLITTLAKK
SENP7 block: SENP7 protease inhibitors, primary screen, biochemical, luminescence, uHTS; inhibition, % at 5 µM; Sentrin-specific protease 7 (Homo sapiens), Q9BQF6; actives 1.5% (n = 330,000); recombinant SENP7, Z-RLRGG-aminoluciferin luminescence, 40 min;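 active = inhibition above about 50% at the single test dose, limit read from the data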;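 note: plate controls were DMSO with enzyme for no effect and no enzyme buffer wells for full effect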
Target sequence (Q9BQF6 706-1050 limits assumed): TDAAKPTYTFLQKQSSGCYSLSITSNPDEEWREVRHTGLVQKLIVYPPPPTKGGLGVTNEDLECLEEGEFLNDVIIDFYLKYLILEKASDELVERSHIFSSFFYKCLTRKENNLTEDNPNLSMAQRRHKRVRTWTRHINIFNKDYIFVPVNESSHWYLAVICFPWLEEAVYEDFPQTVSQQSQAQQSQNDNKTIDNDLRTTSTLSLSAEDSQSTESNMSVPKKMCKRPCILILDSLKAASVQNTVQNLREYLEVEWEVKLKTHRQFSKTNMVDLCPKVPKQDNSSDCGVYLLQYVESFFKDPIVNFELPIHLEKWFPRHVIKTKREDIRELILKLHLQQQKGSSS
HKDC1 inh: HKDC1 hexokinase inhibitors, primary screen, biochemical, fluorescence, uHTS; Q2TB90; recombinant HKDC1, G6PDH/diaphorase resazurin coupled fluorescence; inhibition, % at 20 µM; actives 0.16% (n = 340,000);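 active = inhibition above about 35% when tested at 20 µM, limit read from the data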;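 note: plate controls were DMSO wells with enzyme for no effect and DMSO wells lacking enzyme for full effect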
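test system = in-house recombinant HK5 (HKDC1) enzyme | amount = HKDC1 at 5 µg/mL | control set = DMSO-enzyme wells negative, buffer-substituted wells positive | compound = one dose of 20 µM, 1% DMSO | schedule = reaction time 90 min, room temperature, protected from light | technique = resorufin fluorescence at 613 nm | reagent = glucose with 1 mM ATP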
PfG6PD inh: PfG6PD enzyme inhibitors, primary screen, biochemical, fluorescence intensity, uHTS | glucose-6-phosphate dehydrogenase-6-phosphogluconolactonase (Plasmodium falciparum 3D7) | PfGluPho enzyme, NADPH resazurin-diaphorase fluorescence | inhibition, % at 20 µM | actives 0.78% (n = 350,000) | AID 504690, 2011;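 active = inhibition reaching at least a set limit at 20 µM in the primary screen, cut at about 59% in these data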;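 note: 0% = DMSO wells with substrate and 100% = DMSO wells lacking glucose-6-phosphate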
MPTP inh: mitochondrial permeability transition pore inhibitors, primary screen, biochemical, isolated mouse mitochondria, absorbance; actives 1.4% (n = 360,000); Ca2+ swelling absorbance, 30 min; AID 602449, 2012; inhibition, % at 10 µM;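 active = inhibition of 50% or more, scaled per plate between neutral and stimulator controls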;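 note: 0% = DMSO wells given calcium and 100% = 1 mM EGTA wells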
Numbers without * were called inactive; i = inactive; / = not tested or not shown. These rows are one share of the data; the hit share may differ from the screen's.

mol	SENP8 inh	SENP7 block	HKDC1 inh	PfG6PD inh	MPTP inh
OC[C@@H]1CN(Cc2ccccc2)C[C@H](n2cnc3c(NCc4ccncc4)ncnc32)O1	-3	/	/	/	-0.8
CCC(=O)N1CCCC(C)(C(=O)Nc2ccc3oc(CC)nc3c2)C1 (configuration not stated)	14	/	/	/	0.4
COC(=O)[C@]12CCCCC=C1N(Cc1cccc3ccccc13)C(=O)[C@H](CC(=O)N1CCCC1)C2	15	/	/	/	-2.4
O=C(Nc1ccc(F)cc1)C(c1cc2ccccc2o1)N1CCN(c2cccc(C(F)(F)F)n2)CC1 (configuration not stated)	-15	/	/	/	7.0
O=C(Nc1cccc(Br)c1)Oc1cccc2cccnc12	-2	/	/	/	75*
Cc1ccccc1S(=O)(=O)NC(=O)C1(C)CCN1C(=O)C1CCCCC1 (configuration not stated)	6	/	/	/	-1.2
CC1(C(=O)NS(=O)(=O)c2cccc(F)c2)CCN1C(=O)CCc1ccccc1 (configuration not stated)	23	/	/	/	-2.6
Cc1ccccc1S(=O)(=O)NC(=O)C1(C)CCN1C(=O)COc1ccc(Cl)cc1 (configuration not stated)	13	/	/	/	0.6
COc1cccc(CNc2nc(NC(C)C)nc3ccsc23)c1OC	-45	/	/	/	3.3
COCCNC(=O)C1(C)CCCN(C(=O)c2ccc(C)c(F)c2)C1 (configuration not stated)	14	/	/	/	-0.6
Cc1ccc(-c2c(C#N)c(N)n(-c3ccccc3C)c(=O)c2C#N)cc1	-58	/	/	/	-0.3
CC(=O)Nc1cc(-c2ccc(CO)cc2)cn2c(-c3ccc(F)c(Cl)c3)cnc12	-217	/	/	/	0.3
CC(=O)c1cccc(-c2ccnc3c2CC(C(=O)NCC2CC2)O3)c1 (configuration not stated)	25	/	/	/	0.5
COc1ccc(CCNC(=O)C(F)(F)F)cc1S(N)(=O)=O	22	/	/	/	1.0
CC(C)NC(=O)C1(C)CN(S(C)(=O)=O)CC(=O)N1C1CC1 (configuration not stated)	18	/	/	/	-1.4
CC(C)NC(=O)C1(C)CSCC(=O)N1Cc1cccc(C(F)(F)F)c1 (configuration not stated)	10	/	/	/	-0.5
CC(=O)Nc1cc(-c2ccsc2)cn2c(-c3ccc(F)cc3)cnc12	-266	/	/	/	0.4
CN1CCC(C)(C(=O)Nc2cccc(Oc3ccccc3)c2)C1 (configuration not stated)	21	/	/	/	-0.5
CNc1ccc2ncc(-c3cccc(C(=O)N(C)C)c3)n2n1	i	/	/	/	-0.6
CC(C)NC(=O)C1(C)CSCC(=O)N1CCOc1ccccc1 (configuration not stated)	11	/	/	/	1.4
COc1ccc2[nH]c3c(c2c1)CCN1C(=O)C(CC(=O)NC/C=C(\C)CCC=C(C)C)C[C@H](C(=O)N2CCCCC2)[C@@]31C (some centres not stated)	/	12	13	6	/
CCOc1ccc(OCCC(=O)Nc2ccc(N3CCOCC3)cc2N2CCOCC2)cc1	13	/	/	-2	0.8
Cc1ccc(S(=O)(=O)N2C[C@@H](C)[C@]3(C2)[C@H](O)[C@H](OC(=O)NCc2ccccc2F)C[C@H]2C(=O)N(c4ccccc4)C(=O)[C@H]23)cc1	10	/	/	15	-1.6
O=C(NNc1ccccc1)OCc1ccccc1	17	/	/	7	1.4
COc1ccccc1C(=O)NNC(=O)CN(C)S(=O)(=O)c1ccc(Cl)cc1	4	/	/	8	-0.5

Brought forward from above: 5 entries, then new ones.
mol	SENP8 inh	SENP7 block	HKDC1 inh	PfG6PD inh	MPTP inh
COc1ccc2[nH]c3c(c2c1)CCN1C(=O)C(CC(=O)NC/C=C(\C)CCC=C(C)C)C[C@H](C(=O)N2CCCCC2)[C@@]31C (some centres not stated)	/	12	13	6	/
CCOc1ccc(OCCC(=O)Nc2ccc(N3CCOCC3)cc2N2CCOCC2)cc1	13	/	/	-2	0.8
Cc1ccc(S(=O)(=O)N2C[C@@H](C)[C@]3(C2)[C@H](O)[C@H](OC(=O)NCc2ccccc2F)C[C@H]2C(=O)N(c4ccccc4)C(=O)[C@H]23)cc1	10	/	/	15	-1.6
O=C(NNc1ccccc1)OCc1ccccc1	17	/	/	7	1.4
COc1ccccc1C(=O)NNC(=O)CN(C)S(=O)(=O)c1ccc(Cl)cc1	4	/	/	8	-0.5
CCN(CC)C(=O)C1=C(C)N(Cc2ccc(OC)cc2)C(=O)C(CC(=O)NCC2CCCCC2)C1 (configuration not stated)	17	/	/	-8	0.8
Cc1ccc(S(=O)(=O)CCC(=O)Nc2cc(C)on2)cc1	18	/	/	-14	0.5
COc1ccc(-c2ccc(CN3C(C(C)C)C(=O)N(Cc4cn(CC5CCCCC5)nn4)CCS3(=O)=O)cc2)cn1 (configuration not stated)	18	/	/	0	-1.4
COc1ccc(S(=O)(=O)N2CCCC(C(=O)NCc3cccnc3)C2)cc1C (configuration not stated)	20	/	/	-18	-1.1
C[C@H](CO)N1C[C@H](C)[C@H](CN(C)C(=O)Cc2ccccc2)OCc2cnnn2CCCC1=O	5	/	/	-19	-1.5
O=S1(=O)CCN(Cc2cccnc2)CC1	20	/	/	1	-1.1
Cc1noc(C)c1C(=O)OC(C)C(=O)c1ccc(C(C)(C)C)cc1 (configuration not stated)	7	/	/	-7	0.5
c1ccc(N=Nc2ccc(C3=NCCO3)cc2)cc1	23	/	/	-7	0.3
Cc1ccc(CN2CC(C(=O)Nc3nc(C)cs3)CC2=O)cc1 (configuration not stated)	3	/	/	-4	-0.3
C[C@H]1CCCCO[C@@H](CN(C)C(=O)NC2CCCCC2)[C@@H](C)CN([C@@H](C)CO)C(=O)c2cc(NC(=O)Cc3ccccc3)ccc2O1	-7	/	/	7	0.1
O=C(CC(NC(=O)OCc1ccccc1)c1nn[nH]n1)OCc1ccccc1 (configuration not stated)	7	/	/	-17	-1.0
C[C@@H]1CN([C@@H](C)CO)C(=O)CCCn2nncc2CO[C@@H]1CN(C)C(=O)C1CCCCC1	5	/	/	9	1.9
COc1ccc(C(=O)N(C)[C@H]2C[C@H]3c4[nH]c5ccccc5c4CCN3C(=O)[C@H]2CO)cc1	-92	/	/	0	0.2
CCCCN(C(=O)COC(=O)c1sccc1C)c1c(N)n(CCC)c(=O)[nH]c1=O	2	/	/	-2	-0.9
COc1ccc(S(=O)(=O)N2CC=C(c3ccccc3)CC2)cc1OC	9	/	/	-21	2.5
O=C1[C@H]2[C@@H](c3ccc(C(F)(F)F)cc3)N[C@]3(CCCN(Cc4ccc(Cl)cc4)C3=O)[C@H]2C(=O)N1Cc1ccccc1	-5	/	/	25	-0.4
COc1ccc(S(=O)(=O)N2CCC(C(=O)N[C@@H](C)C(=O)NCc3ccco3)CC2)cc1	21	/	/	1	0.4
COc1cc(Cc2cc(OC)c(O)c(OC)c2)cc(OC)c1O	25	/	/	48	-0.3
CNC(=O)C[C@H]1C(=O)N(Cc2ccccc2)C[C@@H]1Cc1ccccc1	13	/	/	-12	0.0
O=C(O)COc1ccc(NC(=O)c2ccc3c(c2)C(=O)N(CC2CCCO2)C3=O)cc1 (configuration not stated)	13	/	/	-1	-0.7
O=S(=O)(c1ccccc1)N1CCN(Cc2nnc(-c3ccccc3)o2)CC1	11	/	/	14	-0.9
C[C@@H]1CN([C@@H](C)CO)C(=O)c2cc(N(C)C)ccc2O[C@@H](C)CCCCO[C@@H]1CN(C)S(=O)(=O)c1cccs1	-162	/	/	26	0.3
C/C(=N/NS(=O)(=O)c1ccc(Br)cc1)c1cccc(NC(=O)C2CC2)c1	12	/	/	-16	1.0
Cc1noc(C)c1NC(=O)N(C)C[C@@H]1Oc2ncc(C#CC3CC3)cc2C(=O)N([C@@H](C)CO)C[C@@H]1C	7	/	/	14	-1.4
Cc1ccc(S(=O)(=O)N2CCC(=O)c3ccccc32)cc1	-22	/	/	41	1.1

The results go on:
Order of values: SENP8 inh | SENP7 block | HKDC1 inh | PfG6PD inh | MPTP inh
COc1cccc(C(=O)N2CCN(c3nc4cc(C)cc(C)c4cc3C#N)CC2)c1
    -375 | / | / | 15 | 0.9
COc1ccc(C(C)=NOC(=O)c2c(-c3ccccc3Cl)noc2C)cc1CN1CCOCC1
    17 | / | / | 14 | 0.0
CC(=O)N(C(C)=O)c1ccc(Oc2ccc(Oc3ccc(N(C(C)=O)C(C)=O)cc3)cc2)cc1
    30 | / | / | 3 | 8.6
Cc1cc(=O)[nH]c(NNC(=O)c2ccc(Cl)cc2)n1
    22 | / | / | -12 | -0.2
O=C(O)c1sccc1S(=O)(=O)N1CCCCC1
    7 | / | / | -12 | 0.4
COC(=O)c1cccc(NC(=O)c2cccc(-n3cnnn3)c2)c1
    8 | / | / | -7 | -0.2
COc1ccc(C(CNC(=O)c2ccc(OCc3cscn3)cc2)N2CCCC2)cc1 (configuration not stated)
    8 | / | / | 9 | -0.4
CC1Sc2ccc(C(=O)N(CCc3ccccc3)Cc3ccccc3)cc2NC1=O (configuration not stated)
    3 | / | / | -5 | -0.9
O=C(Nc1cccc2ccccc12)NC1CC1
    -26 | / | / | 3 | -0.7
O=C1Nc2cc(C(=O)NCCN3CCCCCC3)ccc2S/C1=C/c1ccccc1F
    -63 | / | / | 99* | 2.4
COc1cccc(NC(=O)CN(C)C(=O)c2cc(Cl)nc3ccccc23)c1
    28 | / | / | -10 | 0.1
CC(=O)Nc1ccc(NC(=O)CSc2nnc(NC(=O)c3ccccc3F)s2)cc1
    -1 | / | / | -9 | 0.5
COc1cccc(CN(C)C(=O)c2ccc(S(=O)(=O)Nc3ccccc3C)cc2)c1OC
    28 | / | / | 9 | 0.4
COc1cccc(C#Cc2ccc3c(c2)O[C@H](CN(C)S(=O)(=O)c2ccccc2F)[C@H](C)CN([C@H](C)CO)S3(=O)=O)c1
    -93 | / | / | 8 | -2.3
Cc1ccc(CNC(=O)C2CCC(=O)N(Cc3cccc(F)c3)C2)s1 (configuration not stated)
    9 | / | / | 1 | -0.1
C[C@@H]1CN([C@H](C)CO)S(=O)(=O)c2ccc(Br)cc2O[C@H]1CN(C)C(=O)Nc1ccc(F)cc1
    6 | / | / | -5 | -0.4
CC(=O)N1N=C(N)SC1c1ccc(Cl)c(Cl)c1 (configuration not stated)
    12 | / | / | 7 | 1.7
O=C(c1ccccc1)C1CC1c1ccccc1 (configuration not stated)
    12 | / | / | -12 | 0.0
Cc1ccc(S(=O)(=O)NCc2ccccc2)cc1C(=O)N1CCN(S(=O)(=O)c2ccccc2F)CC1
    15 | / | / | 12 | -0.9
Nc1nonc1-n1nnc(C(=O)N/N=C/c2ccco2)c1CSc1ccc(Cl)cc1
    -54 | / | / | 18 | 0.9
Cn1cccc1C(=O)OCC(=O)N1CCc2ccccc2C1
    9 | / | / | -13 | -0.8
COc1ccc(NC(=O)N(C)C[C@H]2OCCCC[C@@H](C)Oc3ccc(NC(=O)c4ccccc4)cc3C(=O)N([C@H](C)CO)C[C@@H]2C)cc1
    5 | / | / | 17 | -0.2
COc1ccc(CC(=O)OCC(=O)Nc2ccc3[nH]c(=O)[nH]c3c2)cc1OC
    7 | / | / | 12 | -1.6
C[C@@H]1CN([C@H](C)CO)C(=O)CCCn2nncc2CO[C@H]1CN(C)Cc1cccnc1
    14 | / | / | 6 | -1.0
CC(C)CC1C(=O)N(Cc2cn(CCC3OCCO3)nn2)CCS(=O)(=O)N1Cc1ccc(-c2cccc(N(C)C)c2)cc1 (configuration not stated)
    -354 | / | / | 24 | 0.6
COc1ccc(C(=O)NC(C(=O)N2CCN(C/C=C/c3ccccc3)CC2)C(C)C)cc1 (configuration not stated)
    7 | / | / | -6 | 0.5
COC(=O)C[C@@H]1C[C@H]2c3cc(NC(=O)CC4CC4)ccc3O[C@H]2[C@@H](CO)O1
    14 | / | / | 19 | 1.6

An excerpt of these results, as labelled records:
COc1ccc(CC(=O)OCC(=O)Nc2ccc3[nH]c(=O)[nH]c3c2)cc1OC
  SENP8 inh: 7 | SENP7 block: / | HKDC1 inh: / | PfG6PD inh: 12 | MPTP inh: -1.6

C[C@@H]1CN([C@H](C)CO)C(=O)CCCn2nncc2CO[C@H]1CN(C)Cc1cccnc1
  SENP8 inh: 14 | SENP7 block: / | HKDC1 inh: / | PfG6PD inh: 6 | MPTP inh: -1.0
